VHR inh color: VHR1 (DUSP3) phosphatase inhibition | P51452 | recombinant VHR phosphatase, colorimetric substrate read-out | inhibition, % at 20 µM | actives 0.7% (n = 50,000); in the data active means inhibition above about 60%; further: some results filed as inactive read as strong as hits
Target sequence (P51452 whole entry, looked up): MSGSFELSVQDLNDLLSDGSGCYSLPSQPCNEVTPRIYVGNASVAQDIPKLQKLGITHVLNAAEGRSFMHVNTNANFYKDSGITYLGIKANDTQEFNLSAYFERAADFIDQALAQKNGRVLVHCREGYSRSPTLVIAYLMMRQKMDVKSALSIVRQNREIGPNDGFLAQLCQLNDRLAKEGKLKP
The depositor's hits bear a star. A portion of the library, so the mix of outcomes need not match the whole.

Start of the listing, in advance (two entries):
Compound,VHR inh color
O=C(Nc1ccc(Cc2ccncc2)cc1)c1cc(F)c(F)cc1Cl,-3
Cn1c2c(c(=O)n(C)c1=O)C(c1ccc(OC(=O)c3ccc(Br)cc3)cc1)C1C(=O)c3ccccc3C1=N2 (centres undefined),8

This part in full, repeating the preview:
Compound,VHR inh color
O=C(Nc1ccc(Cc2ccncc2)cc1)c1cc(F)c(F)cc1Cl,-3
Cn1c2c(c(=O)n(C)c1=O)C(c1ccc(OC(=O)c3ccc(Br)cc3)cc1)C1C(=O)c3ccccc3C1=N2 (centres undefined),8
Clc1ccc(Cl)c(OCCOCCN2CCOCC2)c1,-21
CCOC(=O)c1ccccc1NS(=O)(=O)c1cccs1,-8
Cc1ccccc1NC(=O)C(=O)NCCC1=CCCCC1,-11
COC(=O)c1c(C)oc2ccc(OCc3cccc(F)c3)cc12,20
O=C(Nc1ccc(Cl)cn1)c1cccc(Cl)c1Cl,-6
O=CN1Cc2ccccc2-c2ccccc2C1,0
COc1ccc(OC)c(C2NC(=O)NC(C)=C2C(=O)OCCc2ccccc2)c1Br (centres undefined),-11
CCOc1ccc(/C=C2/C(=O)N(c3ccccc3)N=C2C)c(OCC)c1,-1
CC1(C)CC(=O)C(=Cc2cn(-c3ccccc3)nc2-c2ccc(Cl)cc2)C(=O)C1,-11
Cc1ccc(S(=O)(=O)n2cc(C=C3C(=O)NC(=S)NC3=O)c3ccccc32)cc1,18
COc1cc(C(=S)N2CCC(C)CC2)ccc1O,32
O=[N+]([O-])c1ccc(OC/C=C/c2cccc([N+](=O)[O-])c2)cc1,-14
Cc1cccc(NC(=O)CN(c2ccc(C(C)C)cc2)S(=O)(=O)c2ccccc2)c1,-7
CC(=O)OC1CC(C)(C)N([O])C(C)(C)C1,-6
COc1ccc(C(=O)Nc2ccccc2)cc1NC(=O)C(C)Oc1ccccc1 (centres undefined),0
O=C(Nc1ccc(Cc2ccncc2)cc1)c1ccc(-c2ccc(Br)cc2)o1,-8
COc1ccc(C2Nc3ccccc3C(=O)N2Cc2ccccc2)cc1Cn1nc(C)c(Cl)c1C (centres undefined),-12
O=C1OC(c2ccc(Br)cc2)=C/C1=C/c1cccs1,-40
CC1(C)c2ssc(=S)c2-c2ccccc2N1C(=O)CN1CCCCC1,98*
COc1ccc(C(=O)Nc2nc(-c3ccccc3)c(-c3ccccc3)s2)cc1[N+](=O)[O-],19
O=C1C2CC=C(Cl)CC2C(=O)N1CNc1ccccc1-c1ccccc1 (centres undefined),-15
COc1ccc(/C(N)=N/OC(=O)c2ccccc2Cl)cc1,-23
C=CCn1c(=O)[nH]c2sc3c(c2c1=O)CC(C)(C)OC3,-14
NC(=O)C1=CC2([N+](=O)[O-])CN(Cc3ccccc3)CC([N+](=O)[O-])(C1)C2 (centres undefined),19
O=Cc1cn(Cc2ccc(Cl)cc2Cl)c2ccccc12,-8
CC1CCC(N2CCN(Cc3cccc(Br)c3)CC2)CC1 (centres undefined),-13
CCN(CC)c1ccc(N=Cc2ccc(Cl)cc2Cl)cc1,-5
Clc1ccc(C2C=C(c3ccccc3)Nc3ncnn32)cc1 (centres undefined),8
N#CC1=C(N)Oc2cc(O)c(C=Nc3ccccc3I)cc2C1c1ccccc1 (centres undefined),-6
COC(=O)c1c(N)sc2c1CCC(C)C2 (centres undefined),3
COc1ccccc1N/N=C(/C#N)C(=N)N1CCCCC1,-7
COc1cccc(OCCOc2ccc(/C=C3/SC(=S)N(Cc4ccccc4)C3=O)cc2)c1,8
O=C(O)c1cccc([N+](=O)[O-])c1C(=O)Nc1nc2ccccc2s1,-16
O=C(COc1ccc2c3c(c(=O)oc2c1)CCCC3)OCc1ccccc1,-8
COc1ccc(C(=O)Nc2ccc3oc(-c4ccc(OC)c(Cl)c4)nc3c2)cc1Cl,6
Cc1ccc(-c2cc(C(F)(F)F)n3ncc(C(=O)NCCCN4CCOCC4)c3n2)cc1,-7
CCn1c2ccccc2c2cc(/C=N/n3c(C)nnc3C)ccc21,-23
NC(=O)c1c(NC(=O)c2cc(Cl)ccc2[N+](=O)[O-])sc2c1CCCC2,-30
CC(=O)C(C(C)=O)c1cc(Nc2cccc(C)c2)c2c3c(onc13)-c1ccccc1C2=O,-17
CCc1ccccc1NCC(O)Cn1c2ccccc2c2ccccc21 (centres undefined),-11
COc1ccc(NC(=O)c2cc([N+](=O)[O-])ccc2Cl)c(OC)c1,-5
COc1ccc(Cl)cc1C(=O)NC(c1ccccc1)c1ccccc1,3
C=CCOc1ccc(/C=C2\SC(=S)N(CC(=O)O)C2=O)cc1OC,12
CCOc1ccc(C(NC(=O)c2ccc(OC)cc2)c2ccc(OC)cc2)cc1 (centres undefined),3
COC(=O)c1cccc(NC(=O)COc2cccc(C)c2C)c1,-8
O=C(O)C1CC=CCC1C(=O)NCCc1ccc(Cl)cc1 (centres undefined),9
CCn1c(C)nc2c(Cl)c(O)ccc21,-8
COC(=O)c1cc(C(=O)NCc2ccc(OC)cc2)cc([N+](=O)[O-])c1,-20
COc1ccc(C(=O)N/C(=C\c2ccc(-c3cccc([N+](=O)[O-])c3)o2)C(=O)NC(C)C)cc1,-14
Cc1cccn(C(=O)c2ccc3c(c2)OCO3)c1=NC(=O)c1ccc2c(c1)OCO2,-16
CCc1ccc(C(=O)/C=C/c2ccc(-c3ccc([N+](=O)[O-])cc3)o2)cc1,54
Cc1ccc2nsnc2c1NC(=O)c1cccc2ccccc12,-1
O=C(Nc1cc(Cl)cc(Cl)c1)c1cc2ccccc2o1,-30
Cc1ccc(NC(=O)Cc2nnc(NC(=O)Nc3ccc(Cl)cc3)s2)cc1,-18

Individual results from the list.
COc1ccc(C(=O)N/C(=C\c2ccc(-c3cccc([N+](=O)[O-])c3)o2)C(=O)NC(C)C)cc1 in VHR inh color: -14
Cc1cccn(C(=O)c2ccc3c(c2)OCO3)c1=NC(=O)c1ccc2c(c1)OCO2 in VHR inh color: -16
CCn1c(C)nc2c(Cl)c(O)ccc21 in VHR inh color: -8
O=C(Nc1cc(Cl)cc(Cl)c1)c1cc2ccccc2o1 in VHR inh color: -30
Cc1ccc(NC(=O)Cc2nnc(NC(=O)Nc3ccc(Cl)cc3)s2)cc1 in VHR inh color: -18
Cc1ccc2nsnc2c1NC(=O)c1cccc2ccccc12 in VHR inh color: -1

Next part.
Compound,VHR inh color
COc1ccc(OC)c(/C=N/NC(=O)c2cc[n+](CC(=O)c3ccccc3)cc2)c1,-11
O=C1/C(=C/c2ccc([N+](=O)[O-])cc2)NC(=S)N1c1ccccc1,9
CC1=C(C#N)c2nc(N)c(C#N)c(C)c2/C1=C\c1ccc(C)o1,54
COc1ccc(CCNC(=O)c2cccc(Cl)c2)cc1,0
COc1ccc(Cl)cc1NC(=O)CN(c1ccc(C)cc1)S(=O)(=O)c1ccc(OC)c(OC)c1,11
COc1cc(C2/C(=C(\O)c3ccc(F)cc3)C(=O)C(=O)N2c2nncs2)ccc1O (centres undefined),-4
CC1=[N+]([O-])C(C)(C)C(c2ccc(C)cc2)=[N+]1[O-],-4
Cc1ccc(N(CC(=O)Nc2ccccc2Cl)S(=O)(=O)c2ccc(F)cc2)cc1,-6
Cc1cccc(OCC(=O)Nc2cccnc2)c1,97
Cc1cc(Cl)cc(Cl)c1OCCNC(C)(C)C,-4
CC(=O)Nc1cc2c(C)cc(=O)oc2cc1C,-25
COc1ccc(S(=O)(=O)Nc2ccc([N+](=O)[O-])cc2OC)cc1,-8
Cc1ccc(S(=O)(=O)Oc2ccccc2/C=C2\SC(=S)NC2=O)cc1,10
COc1ccc(/C=C2\SC(=O)N(c3c(C)n(C)n(-c4ccccc4)c3=O)C2=O)cc1,16
Cc1ccc(C(C)C)c(OCC(=O)N2CCN(c3ccc([N+](=O)[O-])cc3)CC2)c1,-18
Cc1ccc(-c2c(C#N)c(N)nc3c2CCCCCC3)o1,-14
CSc1ccc(Cl)c(C(=O)NCc2ccco2)c1,-17
COc1ccccc1C1/C(=C(\O)c2ccc(C)cc2)C(=O)C(=O)N1CCCC(=O)O (centres undefined),-10
CN(C)c1cccc(NS(=O)(=O)c2ccccc2)c1,-3
CCOc1cc(C(=S)N2CCOCC2)ccc1OS(=O)(=O)c1ccc(C)cc1,2
Cc1ccc(O)c(NC(=O)c2cnn3c(C(F)(F)F)cc(-c4cccs4)nc23)c1,-17
CCOC(=O)Nc1ccc(S(=O)(=O)Nc2cc(C)nc(C)n2)cc1,2
CC1CCN(CCCCOc2ccccc2C(C)C)CC1,12
CC1=C(C(=O)OC(C)C)C(c2cccc(Br)c2)NC(=O)N1 (centres undefined),-14
CN(C)CCNC(=S)NC(=O)C12CCC3CC(CC(C3)C1)C2,9
CCC(=O)Nc1cc(-c2nc3ncccc3o2)ccc1C,-27
CCOc1cc(OCC)cc(C(=O)Nc2ccc(C(=O)OC)cc2)c1,1
COc1cc(C(c2c(C)[nH][nH]c2=O)c2c(C)[nH][nH]c2=O)ccc1OCc1ccccc1Cl,23
O=C(OCCN1CCOCC1)c1ccc(O)cc1O,-16
COc1ccc(Cl)cc1N(CC(=O)NCc1ccco1)S(=O)(=O)c1ccc(C)c([N+](=O)[O-])c1,13
O=C(CSc1nnc(CCCN2C(=O)c3cccc4cccc(c34)C2=O)n1-c1ccccc1)NCCCN1CCOCC1,35
O=C(NCS(=O)(=O)c1ccccc1)c1ccccc1,1
CC(C(=O)c1ccc(Cl)cc1)[n+]1ccccc1 (centres undefined),-7
CN1C(=O)C(=Cc2cccn2-c2cccc([N+](=O)[O-])c2)C(=O)N(C)C1=O,-4
C/C(=N\NC(=O)c1ccco1)c1ccco1,-22
COc1cc(N=Cc2c(O)n(-c3ccccc3F)c(=O)[nH]c2=O)cc(OC)c1OC,-5
CCOC(=O)c1c(C)n(C)c2ccc(OC(=O)C#Cc3ccccc3)cc12,6
CCOC(=O)c1c(NC(=O)c2ccc(OC)c(OC)c2)sc(C(=O)N2CCCCC2)c1C,2
O=C1/C(=C\c2ccc(O)cc2)SC(=S)N1c1ccc(F)cc1,-5
Cc1ccc(N/N=C/c2c(C)[nH]n(-c3ccc(C)c(C)c3)c2=O)c(C)c1,-24

Laid out differently: entries from further up.
COc1cc(N=Cc2c(O)n(-c3ccccc3F)c(=O)[nH]c2=O)cc(OC)c1OC
  VHR inh color = -5

CCOC(=O)c1c(C)n(C)c2ccc(OC(=O)C#Cc3ccccc3)cc12
  VHR inh color = 6

CCOC(=O)c1c(NC(=O)c2ccc(OC)c(OC)c2)sc(C(=O)N2CCCCC2)c1C
  VHR inh color = 2

O=C1/C(=C\c2ccc(O)cc2)SC(=S)N1c1ccc(F)cc1
  VHR inh color = -5

(more compounds)
Compound,VHR inh color
CCOC(=O)c1ccccc1NC(=O)c1ccc(NC(C)=O)cc1,-7
Cc1ccc(C(=O)c2cccc(C(=O)c3ccc(C)cc3)c2)cc1,-2
Cc1ccc(C2=NNC(c3ccc(Cl)cc3)S2)cc1 (centres undefined),70
CCc1ccc(NC(=O)c2nn3c(c2Br)NC(c2ccccc2)CC3C(F)(F)F)cc1 (centres undefined),4
CCOC(=O)c1ccc(-n2c(CN3C(=O)c4ccccc4C3=O)nc3ccccc3c2=O)cc1,-16
C/C(Nc1cccc(C)n1)=C(\C#N)C(N)=O,-2
Cc1nnc(Nc2cccc(Nc3nnc(C)c4ccccc34)c2)c2ccccc12,3
CC(C)(C)c1cc(S(N)(=O)=O)c2cc(C(C)(C)C)cc(S(N)(=O)=O)c2c1,0
Cc1cc(NC(=O)c2cccc([N+](=O)[O-])c2C)ccc1Br,0
Clc1ccc(N2CCN(N=Cc3cccc(Cl)c3)CC2)cc1,22
COc1ccc(-c2csc(N3C(=O)c4ccc(OC)c(OC)c4C3=O)n2)cc1,-8
O=C(Cc1ccc(Cl)cc1)NNC(=O)c1ccco1,-6
O=C(c1ccc(I)cc1)N1CCN(c2ccccn2)CC1,0
Cc1ccc2oc(-c3cccc(NC(=O)COc4ccc(Cl)c(C)c4)c3C)nc2c1,-5
Cc1ccc(-c2[nH]n3c(=O)cc(-c4ccccc4)nc3c2C)cc1,-8
COCCNS(=O)(=O)c1ccccc1[N+](=O)[O-],-20
O=C(CSc1nnc(SCC(=O)Nc2ccc(F)cc2)s1)Nc1ccc(F)cc1,-2
COc1ccccc1-n1c(=S)[nH]c2ccccc2c1=O,5
CC1(C)Cc2ccccc2/C(=C/C(=S)Nc2ccccc2)N1,4
CN(C)/C=C1\N=C(c2ccc(F)cc2)OC1=O,-4
COc1ccc(Br)c(C=Nc2cccc3nsnc23)c1O,-13
C=CCN1C(=O)/C(=C\c2ccc(OC)c3ccccc23)C(=O)NC1=S,30
N#C/C(=C\c1cccc(OCc2ccccc2)c1)C(N)=O,-28
CCOC(=O)c1sc(NC(=O)COc2cccc(C)c2C)nc1C,-4
Cc1cc(NS(=O)(=O)c2ccc(Nc3nc(-c4ccccc4)cs3)cc2)no1,-11
O=C(Nc1c[nH]c(=O)[nH]c1=O)c1cccc(N2C(=O)c3ccc([N+](=O)[O-])cc3C2=O)c1,8
CCc1ccc(-c2nc3cc(NC(=O)c4cccc(OC)c4)ccc3o2)cc1,-12
Cc1ccc(NC(=O)c2ccc(CN(c3ccccc3)S(C)(=O)=O)cc2)cc1Cl,-36
O=C(NCC1(c2ccccc2)CCOCC1)c1ccc(Br)o1,-16
COc1ccc(/C=C(\NC(=O)c2ccccc2)C(=O)NCC(C)C)cc1,-22
CCOc1ccc(C(=O)Nc2cccc3nsnc23)cc1,0
CC(NS(=O)(=O)c1ccc(F)cc1)c1ccccc1 (centres undefined),7
